Screens: PubChem, several laboratories
NadD block: blocks S. aureus nicotinate mononucleotide adenylyltransferase; purified NadD enzyme, colorimetric absorbance read-out; inhibition, % at 20 µM; 360,000 compounds, 0.78% hits; in the data active = inhibition above about 26%; also: some compounds past the cut are filed as inactive
Neddyl block: cullin neddylation inhibition. 360,000 compounds, 0.58% hits. calls only at 25 µM. TR-FRET cullin neddylation, biochemical. P61081+Q13564; in the data active = inhibition above about 36%
CSN deneddyl inh: inhibitors of human CSN-mediated cullin deneddylation. Purified CSN, SCF-Nedd8-OG deneddylation, fluorescence polarization. 360,000 compounds, 0.38% hits. inhibition, % at 12.5 µM. AID 651999;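 active = pattern-corrected inhibition above about 35%, with an unprinted fluorescence ratio check between 0.5 and 1.5, limit read from the data, passing the limit was not always enough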;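 also: 0% = enzyme with substrate and 100% = substrate without enzyme; some results filed as inactive read as strong as hits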
Target sequence (Q92905 whole entry, looked up, one chain of several): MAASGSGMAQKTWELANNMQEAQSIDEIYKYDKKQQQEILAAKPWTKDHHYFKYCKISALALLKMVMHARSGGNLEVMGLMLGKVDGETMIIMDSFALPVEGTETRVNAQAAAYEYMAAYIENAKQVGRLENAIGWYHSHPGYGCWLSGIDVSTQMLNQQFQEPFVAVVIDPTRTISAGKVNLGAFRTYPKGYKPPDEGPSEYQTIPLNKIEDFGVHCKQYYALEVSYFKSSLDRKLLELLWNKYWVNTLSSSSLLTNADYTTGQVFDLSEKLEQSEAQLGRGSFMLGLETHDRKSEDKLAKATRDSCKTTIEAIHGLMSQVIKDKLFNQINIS
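Schedule: reaction 90 min, room temperature / Assay system: HEK293T-derived human Csn5 enzyme / Input: Csn5 at 0.24 nM final / Measure: inhibition of Csn5 cleavage, % / Control set: substrate-only high control, full reaction low control / Technique: fluorescence polarization of the substrate / Buffer or medium: Tris/NaCl/DTT buffer, pH 7.5 / Reagent: SCFSkp2-Nedd8OG substrate at 10 nM final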
MLLE-PAM2 inh: blocks PAM2 peptide binding to the PABP1 MLLE domain | GST-MLLE / FITC-PAM2 fluorescence polarization | 360,000 compounds, 0.36% hits | inhibition, % at 20 µM; in the data active = inhibition above about 35%, passing the limit was not always enough;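 also: plate controls were DMSO wells with GST-MLLE for no effect and wells lacking GST-MLLE protein for full effect; some results filed as inactive read as strong as hits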
Target sequence (P11940 whole entry, looked up, the tested form may be a part): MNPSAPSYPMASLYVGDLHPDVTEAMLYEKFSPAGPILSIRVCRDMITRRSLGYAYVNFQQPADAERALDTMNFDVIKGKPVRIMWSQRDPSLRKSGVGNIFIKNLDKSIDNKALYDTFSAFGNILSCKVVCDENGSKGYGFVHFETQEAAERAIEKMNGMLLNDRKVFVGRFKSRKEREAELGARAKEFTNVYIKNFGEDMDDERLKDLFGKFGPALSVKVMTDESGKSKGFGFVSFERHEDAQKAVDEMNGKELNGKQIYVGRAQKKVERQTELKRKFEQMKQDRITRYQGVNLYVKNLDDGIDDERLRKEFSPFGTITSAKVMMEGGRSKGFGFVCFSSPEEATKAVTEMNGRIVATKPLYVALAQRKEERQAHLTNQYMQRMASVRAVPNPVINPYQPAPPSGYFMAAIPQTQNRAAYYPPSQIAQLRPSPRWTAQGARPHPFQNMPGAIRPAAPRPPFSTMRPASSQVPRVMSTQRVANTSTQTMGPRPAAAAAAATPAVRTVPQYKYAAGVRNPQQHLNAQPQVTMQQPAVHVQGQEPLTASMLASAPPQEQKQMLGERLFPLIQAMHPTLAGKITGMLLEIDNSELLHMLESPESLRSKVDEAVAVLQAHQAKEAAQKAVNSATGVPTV
SKN-1 inh: C. elegans SKN-1 inhibition. C. elegans VP596 Pgst-4::GFP/RFP ratio, acrylamide-induced, 24 h. inhibition, % at 21.8 µM. 360,000 compounds, 0.49% hits;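 active = interference check ratio from 0.5 to 1.5 plus GFP to RFP signal ratio inhibition reaching or exceeding a fixed threshold, cut at about 30% in these data, passing the limit was not always enough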; also: some compounds called inactive have numbers as strong as hits
FAS-TE inh: inhibitors of human fatty acid synthase thioesterase domain; P49327; recombinant FAS-TE, OMFH fluorogenic substrate, fluorescence endpoint; inhibition, % at 15 µM; 360,000 compounds, 0.67% hits; AID 602261;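 active = compounds whose normalised, plate-corrected inhibition of enzyme fluorescence in the single-dose primary screen is 50% or more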;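 also: 0% = DMSO with enzyme and 100% = substrate without enzyme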
MT1-MMP act inh: blocks activation of human MT1-MMP; HT1080 RFP-PRO-GFP cells, GFP/RFP ratio fluorescence, overnight; percent of plate control window, DMSO zero; P50281; GFP/RFP ratio change, % at 20 µM; 360,000 compounds, 0.061% hits;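 active = GFP/RFP ratio change of at least 30% with cell ATP level not reduced by more than half and red fluorescence within 50% of control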; also: strong numbers were not always called active
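Test system: HT1080 RFP-PRO-GFP cells; Benchmarks: DMSO and RFP-L50D-GFP cell wells; Timing: cells overnight before dosing, compound overnight, 37 °C, 5% CO2; Compound: one 20 µM compound dose with 1% DMSO; Read-out: GFP/RFP fluorescence ratio.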
Rpn11 block: blocks the human proteasome subunit Rpn11. human 26S proteasome, Ub4-pepOG fluorescence polarization; 20S core pre-blocked with epoxomicin. 360,000 compounds, 0.59% hits. O00487. calls only at 20 µM. AID 588493;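 active = inhibition at 20 µM, scaled to each plate's controls, above about 33%, limit read from the data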
Rin1-Abl PPI inh: blocks binding of human Rin1 to Abl. AID 588664. P00519+Q13671. TR-FRET Rin1/Abl binding, biochemical. inhibition, % at 7.35 µM. 360,000 compounds, 0.4% hits; in the data active = inhibition above about 5%, passing the limit was not always enough
* = called active by the depositor; i = inactive; nt = not tested or not shown; + = active, no number.

Below each SMILES: NadD block, Neddyl block, CSN deneddyl inh, MLLE-PAM2 inh, SKN-1 inh, FAS-TE inh, MT1-MMP act inh, Rpn11 block, Rin1-Abl PPI inh
CC(C)N(C(=O)CN1CCC(c2nc3ccccc3[nH]2)CC1)C(C)C
    -1.0, i, -3.1, 6.2, 27.0, -4.7, -4.8, i, 4.0
O=C(NC1CCN(C(=O)c2cccs2)CC1)c1ccccc1
    -3.6, i, 0.5, 0.2, -3.9, -3.8, 0.9, i, 3.5
O=C(NCc1ccccn1)c1ccc2c(=O)n(CCc3ccccc3)c(=O)[nH]c2c1
    -3.5, i, 0.6, -7.5, 4.9, -4.0, 3.6, i, -0.9
CC(=O)c1c(C)[nH]c(C(=O)N2CCN(S(=O)(=O)c3ccc(F)c(F)c3)CC2)c1C
    0.0, i, -0.7, 28.1, 18.2, -3.9, -0.9, i, 1.0
Cc1ccccc1-c1ccc(CN2C(C)C(=O)N(Cc3cn(Cc4ccco4)nn3)CCS2(=O)=O)cc1 (configuration not stated)
    -7.0, i, -1.8, -7.3, 19.3, 10.2, 0.1, i, 2.8
O=C(Nc1ccc(CN2CCOCC2)cc1)c1cccs1
    -4.6, i, 1.8, 2.5, 10.3, -9.9, 2.0, i, -1.1
O=C(Nc1ccccc1Cl)c1ccccc1S(=O)(=O)c1ccccc1[N+](=O)[O-]
    -2.5, i, -7.5, 3.5, -8.5, 6.3, -7.2, i, -1.0
Cc1ccccc1NC(=O)Cn1cnc2c(oc3nc4c(cc32)CCCC4)c1=O
    3.3, i, 1.6, -15.7, 0.5, -0.7, -0.3, i, 0.8
Cc1ccc(S(=O)(=O)Cc2ccc(C(=O)O)o2)cc1
    -4.6, i, 35.5*, 22.5, 10.7, -10.1, 0.8, i, -1.1
Cc1nc(-c2ccccc2)sc1C(=O)CSc1ccc(Br)cc1
    -0.6, i, -3.0, 4.1, -8.1, 16.3, 0.9, i, -1.6
CCc1ccc(C(C)NC(=O)/C(C#N)=C\c2cn[nH]c2-c2ccccc2)cc1 (configuration not stated)
    6.0, i, 6.8, 0.8, 5.1, -62.7, -2.1, i, 2.9
COc1cc(C(=O)NCCN=C2NS(=O)(=O)c3ccccc32)cc(OC)c1OC
    -3.3, i, 1.3, 2.8, -4.2, -7.0, 3.4, i, -1.6
N#CC1=C(N)Oc2cc3ccccc3cc2C1c1cccs1 (configuration not stated)
    -1.8, i, -33.8, 19.5, 14.2, 17.9, -19.7, i, -5.9
COc1cccc(NC(=O)c2ccc(S(=O)(=O)N3CCCC3)cc2)c1
    -6.6, i, 4.9, 4.0, 1.0, 1.0, 4.8, i, 1.9
Cc1ccc(NS(=O)(=O)c2c(C(=O)N3CCCCCC3)c(C)n(C)c2C)c(C)c1
    0.2, i, 0.9, 4.5, -3.3, -1.9, -4.4, i, -1.2
COc1ccc(/C=C/C(=O)Nc2ccc(C(C)=O)cc2)cc1S(=O)(=O)N1CCOCC1
    -4.6, i, 0.2, -1.8, 1.9, -8.9, 2.0, i, 0.5
C=CCOc1ccc(C=Nc2ccc(Cl)cc2)c(O)c1
    -0.9, i, -3.0, 3.7, 16.8, -5.7, 1.2, i, 0.6
NS(=O)(=O)c1ccc(CCNC(=O)C2CCN(C(=O)Nc3ccccc3)CC2)cc1
    -2.0, i, 0.7, -9.3, -6.5, -3.9, 4.6, i, 1.0
COc1ccccc1NC(=S)N/N=C/c1ccc(O)cc1
    -4.9, i, -5.9, 24.6, -2.1, 1.7, -0.1, i, 1.1
O=C(COc1ccc(Cl)cc1Cl)NC1CCSC1=O (configuration not stated)
    1.2, i, -3.0, 0.5, 9.3, -2.6, 0.6, i, 1.0
Cc1[nH]n(-c2ccc([N+](=O)[O-])cc2)c(=O)c1C=NCCN1CCN(C(=O)c2cccc(F)c2)CC1
    -1.3, i, -0.4, 3.4, 12.3, 18.3, 4.3, i, 5.1
O=C(CNC(=O)c1ccco1)OCC(=O)c1ccccc1
    1.1, i, -3.7, 8.5, -10.1, -8.8, 7.0, i, -2.4
Cc1ccccc1OCc1n[nH]c(=S)n1-c1cccc(Cl)c1
    3.5, i, -2.9, -22.9, 12.1, 2.9, 3.0, i, -0.4
C#CCCC(=O)c1ccccc1/C=[N+](\[O-])c1ccccc1
    19.8, i, 12.9, 4.7, 19.7, 7.0, -1.7, +, 2.2
O=C(NCCc1c[nH]c2ccccc12)c1ccc(S(=O)(=O)NCc2ccco2)cc1
    8.9, i, 3.2, -6.3, 17.1, 1.0, -1.3, i, 3.1
CCOC(=O)c1ccccc1NC(=O)c1ccc(N(C)S(C)(=O)=O)cc1
    -0.7, i, -0.6, 7.4, 8.9, 5.4, 1.0, i, -1.1
CC(=O)c1c(N2CCOCC2)nc2ccc(Br)cc2c1-c1ccccc1
    -4.4, i, -1.6, -5.9, 12.9, 27.5, -0.6, i, 1.2
O=[N+]([O-])c1ccc2nc(CCCO)[nH]c2c1
    1.3, i, -6.1, 6.7, 8.9, 1.7, 2.1, i, 1.8
N=C1C(=O)NC(=O)C1c1ccccc1 (configuration not stated)
    2.3, i, -5.2, -10.0, 8.7, -7.4, 5.0, i, -4.6
COc1ccc(/C=C/c2c(-c3ccc(OC)cc3)oc(=O)c3cc(OC)c(OC)cc23)cc1
    -8.2, nt, 2.4, 3.6, 7.7, 25.1, 4.3, i, 0.4
S=C(NCCCN1CCOCC1)N1CCN(c2ccccc2)CC1
    -0.3, i, 2.6, -119.7, -2.8, -3.5, 1.6, i, -1.3
c1coc(CN(Cc2cccs2)Cc2nnnn2C2CCCCC2)c1
    3.9, i, -2.8, 18.7, -6.7, 9.8, -4.8, i, -1.5
CCCCCc1c(CC)ncn1CCc1ccccc1OC
    -1.8, i, -0.7, nt, 14.4, 1.5, -11.2, nt, nt
CCc1nnc(NC(=O)CSc2nnc(-c3ccc(S(=O)(=O)N(CC)CC)cc3)n2CC)s1
    4.8, i, -0.1, -36.1, -1.1, -5.5, 6.4, i, -2.4
Cc1c(C)c2c(OCC(=O)NCC3CCC(C(=O)O)CC3)cc3c(c2oc1=O)CCC(C)(C)O3 (configuration not stated)
    6.8, nt, -5.6, -6.9, 7.9, -4.6, 3.3, i, 0.8
Cc1ccc(C(=O)NC(=S)NCc2ccccc2)cc1Br
    -6.6, i, -3.6, 23.8, -2.4, 29.0, 2.8, i, -0.3
O=C(NCCc1cccs1)C1CC(c2cccc([N+](=O)[O-])c2)=NO1 (configuration not stated)
    -4.1, i, -0.1, -14.6, 0.4, 41.9, -1.4, i, 1.4
C=CCn1c(SCc2ccc([N+](=O)[O-])cc2)nnc1C(C)NC(=O)c1ccccc1 (configuration not stated)
    -8.4, i, 5.4, -0.5, -1.4, 5.3, 0.6, i, -0.8
O=c1oc2ccc(Cl)cc2nc1/C=C(\O)c1ccco1
    -5.2, i, 3.7, -78.5, -6.6, -6.8, 7.9, i, -0.8
O=C(CNC(=O)C(c1ccccc1)c1ccccc1)N/N=C/c1ccc(O)c([N+](=O)[O-])c1
    4.0, i, -4.4, -5.6, 3.0, -10.7, 3.8, i, 0.2
CCOC(=O)C(=O)NNc1cccc(C)c1C
    4.3, i, -18.1, 20.5, -20.6, -8.9, -2.1, i, 3.8
O=C(Cn1cnc2c(oc3ccccc32)c1=O)N1CCN(c2ccccc2)CC1
    -6.8, i, -0.8, 5.1, -19.9, -9.2, 2.6, i, 2.1
O=c1c2c(-c3cccs3)csc2ncn1/N=C/c1ccccn1
    -0.3, i, 0.0, 6.4, 17.4, 0.1, 0.8, i, 1.4
Cc1ccccc1NC(=O)c1sc(NC(=O)COc2ccccc2)c(C#N)c1C
    1.8, i, -4.7, 32.7, 1.1, 1.9, 1.9, i, 1.4
O=C(NC(=S)Nc1nc(-c2cccc([N+](=O)[O-])c2)cs1)c1ccccc1Cl
    14.6, i, -9.0, 8.7, 5.1, 6.7, 4.7, i, -1.2
COc1ccc(/C=N/NC(=O)c2nc(-c3ccccc3)cc(-c3ccccc3)n2)cc1OC
    8.9, nt, -6.7, -4.4, 15.6, 12.0, -3.6, i, -8.1
O=C(NCC(c1cccnc1)N1CCOCC1)c1cccs1 (configuration not stated)
    -6.1, i, -3.5, -6.9, -14.6, -7.6, 0.2, i, -0.8
Cc1ccc(-c2c(C)n([O-])c3c([n+]2=O)CCCCC3)o1
    2.8, i, -2.2, 23.9, 13.7, -5.2, -1.1, i, 4.4
C=CCOc1ccnc(-c2ccccc2)n1
    1.3, i, 3.4, 3.6, 11.5, 0.0, 0.3, i, 6.5
COc1cc(CN2CCN(Cc3c[nH]c4ccccc34)CC2CCO)cc(OC)c1 (configuration not stated)
    -9.0, i, 6.2, 9.4, -5.5, -5.2, 1.0, i, -1.3
CCc1cc(=O)oc2c3c(cc(OCC(=O)Nc4cccnc4)c12)OC(C)(C)CC3
    3.2, nt, 0.9, -19.6, 20.4, 16.8, 10.0, i, -4.1
CCCc1nnc(SCC(=O)N2CCCCC2C)n1CCOC (configuration not stated)
    1.0, i, -3.0, -3.1, -1.9, -4.2, -1.3, i, 2.2
CC(=O)C1=C(NC(=O)c2ccccc2F)C[C@@H]2[C@H]1C2(C)C
    -2.5, i, -4.6, -0.5, 10.8, 11.5, 4.0, i, 0.4
NC(=O)c1cnn(Cc2ccc(Cl)cc2)c1N
    -0.9, i, 3.6, 5.6, -13.7, -8.5, -128.4, i, 2.8
COc1ccc(C(=O)N2CCN(c3ncccn3)CC2)cc1[N+](=O)[O-]
    -1.5, i, -0.7, 3.3, 5.5, -1.1, nt, i, -0.6
NC(=O)[C@@H]1[C@@H]2C(=O)N(c3ccc(F)cc3)C(=O)[C@@H]2[C@H]2C=Cc3ccccc3N21
    11.7, i, 3.3, -9.1, 17.3, -1.8, -15.5, i, -0.6
C/C(=N/NC(=O)c1ccc2c(c1)OCO2)c1cccc([N+](=O)[O-])c1
    -8.2, i, 0.3, -7.3, 0.0, 28.9, 0.8, i, -0.2
CCS(=O)(=O)c1ccc(-c2csc(-c3ccccc3)n2)c(Cl)c1Cl
    -6.2, i, -1.4, -4.9, -3.6, 83.5*, -2.7, i, -1.7
COc1ccccc1NC(=O)N1CCC(c2nc3cc(C)c(C)cc3[nH]2)CC1
    5.0, i, -2.2, -14.8, 5.5, -2.2, 9.9, i, 1.0
O=S(=O)(NCc1ccccc1)[C@@H]1CC2C=CC1C2 (some centres not stated)
    -2.7, i, -2.5, -11.5, 19.5, -5.5, -2.1, i, 4.7
COc1cccc(N2C(=O)CC(N3CCN(S(=O)(=O)c4ccccc4[N+](=O)[O-])CC3)C2=O)c1 (configuration not stated)
    5.9, i, -0.5, -5.0, 3.8, 15.6, -2.0, i, 0.9
Cc1cccc(C)c1-n1nnnc1C(c1cc2ccccc2o1)N1CCN(C/C=C/c2ccccc2)CC1 (configuration not stated)
    5.0, i, 3.8, -11.9, 13.0, 21.5, -6.6, i, -1.7
